5-HT1A blocker: antagonists of human 5-HT1a serotonin receptor. CHO 5-HT1a Ga15 NFAT-bla reporter, antagonist mode. hit rate 0.68% among 62,000. AID 612. inhibition, % at 10 µM;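 active = inhibition above the mean of all tested compounds plus 3 SD, cut at about 43% in these data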;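 note: receptor stimulated by 5-CT agonist at 100 nM near EC80; beta-lactamase reporter measured by ratiometric fluorescence of a cleavable substrate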
Target sequence (P08908 whole entry, looked up): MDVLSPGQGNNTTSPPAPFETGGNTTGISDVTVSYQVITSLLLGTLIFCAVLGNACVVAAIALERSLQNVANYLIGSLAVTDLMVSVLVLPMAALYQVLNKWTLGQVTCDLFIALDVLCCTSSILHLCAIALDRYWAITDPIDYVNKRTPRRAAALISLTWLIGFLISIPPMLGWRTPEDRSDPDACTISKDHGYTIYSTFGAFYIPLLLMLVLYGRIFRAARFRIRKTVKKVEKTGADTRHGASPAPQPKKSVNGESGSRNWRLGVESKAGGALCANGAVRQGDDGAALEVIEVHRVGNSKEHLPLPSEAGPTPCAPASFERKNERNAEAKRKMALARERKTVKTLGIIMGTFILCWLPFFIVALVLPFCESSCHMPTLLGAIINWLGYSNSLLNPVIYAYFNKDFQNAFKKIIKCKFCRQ
M1 agonist: M1 muscarinic receptor agonism | B-score at 10 µM | hit rate 3% among 64,000 | CHO-M1 cells, Fluo-4 calcium fluorescence, agonist mode; stronger effect = higher value;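 active = fluorescence rise, raw or as B-score row- and column-corrected plate score, outside the 99.7% band of its plate's samples, either direction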
5HT1a ag: 5-HT1a (human) receptor agonism; hit rate 0.56% among 65,000; activation, % at 10 µM; P08908; AID 567; CHO 5-HT1a Ga15 NFAT-bla reporter, FRET ratio; 0% basal, 100% maximal reference agonist;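 active = activation above the screen-wide mean activation plus 3 SD, cut at about 19% in these data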;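 note: 0% = DMSO wells and 100% = 5-CT at EC100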
Jurkat tox 60K: reduces viability or proliferation of Jurkat cells; Jurkat E6.1 viability, ATP luminescence, 48 h; inhibition, % at 4 µM; hit rate 1.2% among 56,000; AID 463;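 active = inhibition above the mean inhibition of all tested compounds plus 3 SD, cut at about 28% in these data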
HTR1E antagonist: blocks the human 5-HT1E serotonin receptor; P28566; CHO 5-HT1E Ga15 NFAT-bla reporter, FRET, antagonist; inhibition, % at 6 µM; hit rate 0.99% among 65,000;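 active = inhibition above a set limit, the mean inhibition across every tested compound plus 3 SD, cut at about 29% in these data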;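 note: signal is the 460 over 535 nm emission ratio of beta-lactamase substrate; 0% = agonist plus DMSO wells and 100% = wells without agonist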
Target sequence (P28566 whole entry, looked up): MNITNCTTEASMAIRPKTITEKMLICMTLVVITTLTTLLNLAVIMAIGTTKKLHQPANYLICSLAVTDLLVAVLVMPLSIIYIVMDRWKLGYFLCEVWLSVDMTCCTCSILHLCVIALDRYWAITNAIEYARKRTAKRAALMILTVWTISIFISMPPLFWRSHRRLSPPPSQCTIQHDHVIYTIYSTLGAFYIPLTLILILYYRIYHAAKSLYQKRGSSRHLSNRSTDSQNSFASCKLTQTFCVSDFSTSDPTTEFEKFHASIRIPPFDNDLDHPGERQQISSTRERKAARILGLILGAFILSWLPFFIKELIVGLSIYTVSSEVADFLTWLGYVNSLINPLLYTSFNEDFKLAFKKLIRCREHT
M1 antagonist: blocks the rat M1 muscarinic receptor response to acetylcholine; B-score at 10 µM; hit rate 3.4% among 64,000; AID 628; CHO-M1 cells, Fluo-4 calcium, ACh EC80 antagonist mode; stronger effect = lower value; P08482;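 active = calcium fluorescence response, raw or row-and-column corrected B-score, differing from the plate sample mean either way at a set confidence level, mostly lower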
5HT1E ag: agonists of human 5-HT1E serotonin receptor; P28566; CHO 5-HT1E Ga15 NFAT-bla reporter, FRET; 0% DMSO wells, 100% control agonist wells; activation, % at 6 µM; hit rate 0.69% among 65,000; AID 574;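 active = activation above a set limit, the screen-wide mean activation plus 3 SD, cut at about 8.5% in these data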;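 note: 100% = positive control agonist at 1 µM giving full maximal response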
S1P1 ag-PAM: activates or potentiates agonism at human S1P1 receptor; P21453; activation, % at 9.5 µM; AID 449; S1P1 CRE-bla cells, forskolin, beta-lactamase FRET, potentiator mode; S1P1 agonist co-added at EC20, 2 nM; 100% = saturating reference agonist, 0% = basal; hit rate 0.57% among 56,000;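 active = activation above a cutoff set at the mean activation of all tested compounds plus 3 SD, cut at about 54% in these data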;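 note: forskolin at 4 µM as EC80 and the EC20 agonist is SEW2871; 100% = SEW2871 at its EC100 plus forskolin at EC80; some compounds past the cut are filed as inactive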
S1P3 ag: agonists of human S1P3 receptor | activation, % at 4.5 µM | S1P3 NFAT-BLA reporter cells, agonism, FRET ratio; relative to 1 µM S1P, basal subtracted | Q99500 | hit rate 0.1% among 60,000;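 active = activation above the screen-wide mean plus 3 SD, cut at about 4.5% in these data, passing the limit was not always enough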; note: some compounds called inactive have numbers as strong as hits
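Benchmarks: high control 1 µM S1P / System: stable CHO line with human S1P3, Gα16, NFAT-BLA reporter / Dosing: single compound concentration, 4.5 µM final / Timing: 4 h compound at 37 °C, 2 h substrate at RT / Measured by: FRET β-lactamase substrate fluorescence, excitation 405 nm, 460/535 nm emission ratio, background-subtracted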
* = called active by the depositor; x = not tested or not shown.

SMILES | 5-HT1A blocker | M1 agonist | 5HT1a ag | Jurkat tox 60K | HTR1E antagonist | M1 antagonist | 5HT1E ag | S1P1 ag-PAM | S1P3 ag
C=CCSc1nc2c(c(=O)[nH]1)C(C(C)C)C(C#N)=C(N)O2 (configuration not stated) | -12 | 0.68 | 2.7 | 1 | -3 | 0.88 | 0.1 | -5 | -0.3
CCCCSc1nnc([C@@H](NC(=O)OC(C)(C)C)C(C)C)o1 | 1 | -1.2 | 0.8 | 0 | -1 | -0.22 | 1.3 | -9 | -0.2
CN(c1ccccc1)S(=O)(=O)c1ccc(C(=O)Nc2nnc(-c3ccc(F)cc3)o2)cc1 | 2 | -0.28 | 3.4 | -6 | 0 | 0.27 | 0.2 | 2 | -0.1
CCN(c1ccccc1)S(=O)(=O)c1cccc(C(=O)O)c1 | 7 | 0.6 | 0.8 | -6 | 5 | 0.0099 | -0.5 | 0 | 0.7
COc1ccc(CNC(=O)CCCCCn2c(SCC#N)nc3cc4c(cc3c2=O)OCO4)cc1 | 4 | -0.49 | -2.0 | x | 3 | -0.14 | -0.7 | x | x
CC(=O)NC(CCS(C)(=O)=O)C(=O)Nc1c(C)cccc1C (configuration not stated) | -20 | -1.3 | -2.5 | -14 | 4 | -0.33 | 0.3 | -18 | -0.2
COc1cc(C(=O)NCc2nnc(SCC(=O)N3CCc4ccccc43)o2)cc(OC)c1OC | 2 | 0 | 1.3 | x | -5 | 0.35 | -0.2 | x | x
CCOC(=O)N1CCN(C(=O)c2ccc(C)c(S(=O)(=O)Nc3ccccc3)c2)CC1 | -18 | 0.87 | 3.3 | 7 | 0 | 0.0015 | 0.7 | 8 | -0.3
O=C(CSc1nc2ncccc2[nH]1)NCc1ccccc1 | -10 | -0.21 | 0.9 | -4 | -5 | -0.2 | -0.2 | 2 | 0.7
COc1ccc(CCn2c(=O)[nH]c3cc(C(=O)NCCCN4CCOCC4)ccc3c2=O)cc1OC | 2 | 0.072 | -1.7 | -6 | 1 | -0.004 | -0.5 | 2 | 0.1
CN(C)c1ccc(O)c2c1CC1CC3[C@@H](N(C)C)C(=O)C(C(N)=O)=C(O)[C@]3(O)C(=O)C1=C2O (some centres not stated) | x | -0.15 | -1.1 | x | -2 | 0.059 | 0.1 | -2 | -3.1
COc1cccc(C(=O)NC2CC3CCCC(C2)N3CC(=O)Nc2ccccc2)c1 (configuration not stated) | -4 | -0.085 | -1.5 | 2 | -13 | 0.17 | 0.3 | 2 | -0.7
COc1ccc(CC(CC(=O)O)C(=O)Nc2ccccc2)cc1 (configuration not stated) | -1 | -0.63 | -2.9 | -4 | -2 | -0.061 | -0.8 | -18 | 0.4
COC(=O)N1CCN(c2ccc(OC)cc2)CC1 | 3 | 0.83 | -2.1 | 1 | -3 | 1.1 | -0.6 | -3 | -0.3
COc1ccc(NC(=O)Cn2cccc2)cc1Cl | 3 | 0.19 | 141* | 7 | 6 | -0.13 | -0.7 | 0 | 0.0
Nc1nc(-c2cccnc2)nn1C(=O)COc1ccccc1 | -3 | -0.28 | -3.6 | -8 | -13 | 0.39 | 0.0 | -11 | -0.7
Cc1nc2cc(NC(=O)Nc3nccs3)ccc2n1C | 7 | 0.43 | -0.9 | 6 | 3 | 0.073 | -0.3 | 9 | -1.0
O=c1c2ccccc2n(Cc2ccc(Cl)cc2)c(=O)n1Cc1ccco1 | 18 | -0.23 | -5.0 | -4 | 19 | 1.3 | -0.4 | 11 | -0.7
COC(=O)c1cc2c(cc1NC(=O)CSCCc1ccccn1)OCO2 | -2 | -1.2 | -2.1 | -2 | -2 | -0.36 | 0.0 | 0 | 0.3
Cc1nnc(N(C)C(=O)Cc2ccc3c(c2)OCO3)s1 | -10 | 0.47 | 0.2 | -6 | 2 | 0.0034 | -0.5 | -32 | -1.0
COc1cccc(-n2cc(C(=O)O)c3ccccc3c2=O)c1 | 6 | -0.042 | -1.8 | -2 | -4 | 1.3 | -1.2 | -16 | -1.0
COC(=O)c1ccccc1NC(=O)N1CSC[C@H]1C(=O)OC | 2 | 0.08 | -1.9 | -5 | -3 | -0.082 | -0.1 | -14 | -0.6
COc1cc(-c2nc(Cc3c(F)cccc3Cl)no2)cc(OC)c1OC | 12 | -0.69 | -3.5 | 14 | 7 | -0.18 | -0.6 | -27 | -1.6
C/[N+]([O-])=C1\Cc2ccccc2C1=O | 3 | -0.091 | -2.2 | 5 | -3 | -0.13 | -0.8 | -19 | 0.1
Cc1csc(=Nc2ccc(S(=O)(=O)N3CCOCC3)cc2)n1Cc1ccco1 | 12 | 0.0097 | -2.4 | 17 | -7 | -2 | -0.3 | -7 | -0.5
Later entries.
SMILES | 5-HT1A blocker | M1 agonist | 5HT1a ag | Jurkat tox 60K | HTR1E antagonist | M1 antagonist | 5HT1E ag | S1P1 ag-PAM | S1P3 ag
Cn1c(SCC(=O)Nc2ccc3cn[nH]c3c2)nnc1-c1cccs1 | 0 | 0.82 | -1.4 | 4 | 13 | 0.76 | 2.1 | x | -0.1
COc1ccc(OC(C)C(=O)NC2CC(C)(C)NC(C)(C)C2)cc1 (configuration not stated) | 0 | -0.025 | -2.9 | -9 | -3 | 0.053 | -0.4 | -14 | -0.2
Cc1nc2sc(C(c3cccs3)N3CCN(C(=O)c4ccco4)CC3)c(O)n2n1 (configuration not stated) | 1 | 0.0029 | 0.2 | 4 | 3 | 0.15 | 0.9 | 1 | -0.2
CCC(SCC(=O)OC)C(=O)Nc1nnc(C(C)C)s1 (configuration not stated) | 22 | -0.6 | -2.0 | -7 | 4 | -0.077 | 0.4 | 16 | -1.2
CCC(=O)Nc1ccc(C(=O)c2ccccc2)cc1 | -2 | 0.025 | -2.1 | -1 | -4 | 0.37 | -0.6 | -19 | -1.0
CCOc1cc(C2C(C#N)=C(N)Oc3n[nH]c(C)c32)ccc1OCCN1CCOCC1 (configuration not stated) | 7 | 0.47 | -4.1 | 3 | 3 | 0.88 | -2.1 | -20 | 0.0
CCN(CC)c1ncnc2sc(C(=O)N3CCN(c4ccccc4)CC3)c(C)c12 | -10 | -0.13 | -0.6 | 2 | -8 | 1.5 | 0.5 | 2 | -0.9
CC(C)(C)n1nnnc1C(c1cccc(C#N)c1)N1CCC(Cc2ccccc2)CC1 (configuration not stated) | 6 | 0.07 | 2.4 | -5 | -5 | 0.94 | -0.8 | 0 | -1.9
CC1=CCC2C(=O)N(c3nc(C)cc(C)n3)C(=O)C2C1 (configuration not stated) | -1 | -0.5 | -2.0 | -3 | 4 | 0.72 | 0.3 | -16 | 1.0
C=CCNc1ncnc2c1[nH]c1ccc(C)cc12 | 6 | 4.2* | -0.7 | 22 | -2 | -0.47 | 0.6 | 8 | 42
Cc1cccc2sc(NC(=O)Cn3cccc3)nc12 | 10 | -0.65 | 0.7 | 7 | 2 | -0.0054 | -0.6 | 5 | -1.1
CCOc1ccc2nc(NS(C)(=O)=O)sc2c1 | 10 | -0.77 | -2.6 | 6 | 16 | 0 | -1.6 | 0 | -0.4
CCOC(=O)c1cccc(N2C(=O)c3ccccc3S2(=O)=O)c1 | 8 | -0.073 | 1.2 | -6 | 9 | 0.26 | -0.9 | -1 | -0.6
CCCCOc1nc(N)nc(-c2ccccc2)n1 | 3 | 0.98 | -3.1 | 0 | -10 | 0.15 | -0.3 | -21 | -1.1
CC(C)Cn1c(SCC(=O)NC(=O)Nc2ccc3c(c2)OCCO3)nc2ccccc2c1=O | 12 | -0.6 | 0.3 | 1 | -17 | -0.11 | 0.8 | -10 | -0.4
CCC(C)n1[nH]c(=O)cc1N (configuration not stated) | 11 | 0.75 | -0.6 | 2 | -4 | -0.0057 | 0.1 | 30 | -0.6
Cc1nn(C)c(C)c1NC(=O)CSc1nnc(C)n1-c1ccccc1 | -6 | -0.11 | -1.8 | 2 | -5 | -0.019 | 0.1 | x | 0.5
COc1ccc(CC2C(=O)OC(C)(C)OC2=O)cc1 | 0 | 1 | -0.5 | 4 | 5 | 0.027 | 0.0 | -8 | -0.1
O=C(O)C(Cc1ccccc1)n1cnnn1 (configuration not stated) | 8 | 0.24 | 0.3 | -4 | -4 | -0.072 | 1.5 | 3 | -0.6
CCn1c(=O)cc(N2CCC3(CC2)OCCO3)[nH]c1=O | -1 | -0.0084 | 0.5 | -4 | -6 | 0.018 | 0.6 | 2 | 0.3
O=C(c1noc2c1CCCC2)N1CCN(c2ccc(F)cc2)CC1 | -8 | -0.025 | 0.4 | 11 | -2 | -0.55 | 0.6 | 11 | -1.4
NC(=O)c1nsc(C(=O)N(CCc2ccccc2)C(C(=O)NC2CCCC2)c2ccco2)c1N (configuration not stated) | 32 | 0.1 | -2.7 | -1 | 3 | -0.46 | -0.8 | -3 | -0.4
O=C(CC12CC3CC(CC(C3)C1)C2)NCC(=O)N1CCCC1 | -10 | 0.57 | -3.0 | 1 | -16 | 0.011 | 0.2 | -15 | 0.7
COC(=O)c1ccc(Sc2ccc(C)cc2)c(N)c1 | 5 | 0.87 | -4.8 | x | -8 | -0.66 | -1.3 | x | x
COC(=O)CCN(C(=O)C1C2CC3CC(C2)CC1C3)c1ccccn1 (configuration not stated) | 1 | 0.086 | -0.1 | -3 | -8 | -1.2 | 0.3 | 0 | 0.2
(continued)
SMILES | 5-HT1A blocker | M1 agonist | 5HT1a ag | Jurkat tox 60K | HTR1E antagonist | M1 antagonist | 5HT1E ag | S1P1 ag-PAM | S1P3 ag
COC(=O)C1CCN(C(=O)C2CCCCC2)CC1 | 6 | 0.0099 | -1.5 | 2 | 2 | x | -0.3 | x | -0.7
CC(=O)N1CCC2(CC1)CC(=O)c1cc(OCC(=O)NCc3ccc(C)cc3)ccc1O2 | 5 | 0.15 | -5.4 | -3 | -2 | 0.37 | 0.6 | -6 | -0.7
O=C(NCCCc1ccccc1)C1CCN(c2nnc(-n3cccc3)s2)CC1 | -3 | -1.3 | 0.2 | 5 | 2 | -0.3 | 0.9 | 0 | -1.6
CC(=O)N1CCc2cc(Br)cc(S(=O)(=O)N3CCN(C(=O)c4ccco4)CC3)c21 | -27 | 0.52 | 2.8 | -3 | -7 | 0.37 | 1.1 | 20 | 0.9
CCN(CC)CCNC(=O)c1c(O)c2c([nH]c1=O)CCCC2 | 2 | -0.69 | -0.6 | -8 | 7 | -0.27 | -0.1 | -10 | 0.4
O=C(CSc1nnc(-c2cccnc2)o1)Nc1ccccn1 | -1 | -0.53 | -0.6 | -1 | 0 | 0.62 | 0.1 | x | -0.3
Cc1nc(CC(=O)Nc2nc(-c3ccccc3)cs2)cs1 | -9 | -0.46 | -1.5 | -4 | -3 | -0.82 | -0.4 | -4 | 0.1
O=C(CN1CCOCC1)N1CCc2ccccc2C(c2ccccc2)C1 (configuration not stated) | -2 | 0.31 | -3.0 | -3 | -6 | -0.7 | 1.4 | 11 | -1.4
O=C(CSc1nnc(C2CCCCC2)n1Cc1ccccc1)NCc1ccco1 | 20 | 0.85 | -0.5 | 2 | -6 | -0.74 | -0.5 | -8 | -1.0

2 compounds from above, limited to 5HT1E ag and S1P1 ag-PAM:
Molecule	5HT1E ag	S1P1 ag-PAM
CCN(CC)c1ncnc2sc(C(=O)N3CCN(c4ccccc4)CC3)c(C)c12	0.5	2
CC(C)(C)n1nnnc1C(c1cccc(C#N)c1)N1CCC(Cc2ccccc2)CC1 (configuration not stated)	-0.8	0
